H9c2 TAG inh – inhibitors of triacylglycerol accumulation | H9c2 cells, Nile Red lipid (TAG) fluorescence; cells loaded with 200 µM oleic acid | inhibition, % at 12.5 µM | 230,000 tested, 0.66% active | AID 651582;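 active means pattern-corrected inhibition of lipid staining of at least 50% with the nuclear-stain viability signal not falling by more than 50%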;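 further: 0% = DMSO wells and 100% = triacsin C control wells; some results filed as inactive read as strong as hits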
H9c2 TAG inh DAPI viability – further read-out of H9c2 TAG inh, marked with its call; DAPI nuclei signal change (viability), lower = more cytotoxic, %;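 whole-well DAPI fluorescence read on a plate reader as a viability signal; minus 50 percent equals half of cells still viable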
The depositor's hits bear a star. These rows are one share of the data (hit frequency here may not be typical).

Start of the listing, in advance (14 entries):
SMILES	H9c2 TAG inh	H9c2 TAG inh DAPI viability
CNC(=O)C(=O)NCC1OCCN1S(=O)(=O)c1ccc2c(c1)OCCO2 (configuration not stated)	7	3
N#C/C(=C\c1ccc(-c2ccccc2[N+](=O)[O-])o1)C(N)=O	-34	-3
Cc1c(C(=O)/C=C/c2cccs2)oc2ccc(F)cc12	-37	-7
O=C(OC1CCN(c2ncc(C(F)(F)F)cc2Cl)CC1)c1ccccc1	-5	0
CCOC(=O)N1CCN(Cc2nc3cc(NC(=O)c4ccco4)ccc3n2CC)CC1	13	-3
CCC(Oc1ccccc1OC)C(=O)Nc1ccc2c(c1)n(C)c(=O)n2C (configuration not stated)	6	-5
C/C=C/C(=O)N[C@@H]1c2ccccc2CC[C@@H]1OCc1ccccc1	-12	7
O=C(CN1C(=O)NC(Cc2ccccc2)C1=O)Nc1ccc(F)c(Cl)c1 (configuration not stated)	-7	0
O=c1c2cc(Cl)ccc2oc2nc3n(c(=O)c12)CCCS3	16	-8
Cc1nnc(SCC(=O)N2CCN(C(=O)c3ccco3)CC2)n1-c1ccccc1	4	6
COc1ccc(NC(=O)COC(=O)C2CC2)c(OC)c1	-8	6
CC(C)Cc1cc(C(=O)Nc2cc(Cl)ccc2Cl)no1	-28	-3
Cc1ccc(C(=O)COC(=O)c2cccc(O)c2)s1	-25	1
COc1cc(C(=O)Nc2nc3ccccc3[nH]2)ccc1OC(F)F	-8	9

Main list, from the first entry:
SMILES	H9c2 TAG inh	H9c2 TAG inh DAPI viability
CNC(=O)C(=O)NCC1OCCN1S(=O)(=O)c1ccc2c(c1)OCCO2 (configuration not stated)	7	3
N#C/C(=C\c1ccc(-c2ccccc2[N+](=O)[O-])o1)C(N)=O	-34	-3
Cc1c(C(=O)/C=C/c2cccs2)oc2ccc(F)cc12	-37	-7
O=C(OC1CCN(c2ncc(C(F)(F)F)cc2Cl)CC1)c1ccccc1	-5	0
CCOC(=O)N1CCN(Cc2nc3cc(NC(=O)c4ccco4)ccc3n2CC)CC1	13	-3
CCC(Oc1ccccc1OC)C(=O)Nc1ccc2c(c1)n(C)c(=O)n2C (configuration not stated)	6	-5
C/C=C/C(=O)N[C@@H]1c2ccccc2CC[C@@H]1OCc1ccccc1	-12	7
O=C(CN1C(=O)NC(Cc2ccccc2)C1=O)Nc1ccc(F)c(Cl)c1 (configuration not stated)	-7	0
O=c1c2cc(Cl)ccc2oc2nc3n(c(=O)c12)CCCS3	16	-8
Cc1nnc(SCC(=O)N2CCN(C(=O)c3ccco3)CC2)n1-c1ccccc1	4	6
COc1ccc(NC(=O)COC(=O)C2CC2)c(OC)c1	-8	6
CC(C)Cc1cc(C(=O)Nc2cc(Cl)ccc2Cl)no1	-28	-3
Cc1ccc(C(=O)COC(=O)c2cccc(O)c2)s1	-25	1
COc1cc(C(=O)Nc2nc3ccccc3[nH]2)ccc1OC(F)F	-8	9
COc1ccc(N2CCN(C(=O)CCS(=O)(=O)c3ccc(OC)cc3)CC2)cc1	-14	4
CCn1c(O)c(N=NC(=O)CNc2cccc(C)c2)c2ccccc21	2	4
CC(=O)Nc1cc2c(c(Cl)c1Cl)-c1ccccc1C2=O	8	6
Cc1cc(OCC(=O)OC(C)C(=O)NC2CC2)c(C(C)C)cc1Cl (configuration not stated)	-5	19
CC1CCN(c2ncnc3c2cnn3-c2ccccc2)CC1	-9	2
O=C(Nc1ccncc1)c1ccc(Cl)c(S(=O)(=O)N2CCCCC2)c1	-5	-4
N#C/C(C(=O)NCc1ccco1)=C1/SC(Cc2ccc(Cl)cc2)C(=O)N1c1ccccc1 (configuration not stated)	9	-4
O=C(Nc1n[nH]c(=S)s1)c1ccc2ccccc2c1	1	-1
COc1ccc(OC)c(NC(=O)C2CCCN(S(=O)(=O)c3cccc4cccnc34)C2)c1 (configuration not stated)	-7	-10
CN(C(=O)c1ccc(NC(=O)Cc2ccc(NC(=O)C3CCN(C(=O)C4CCC4)CC3)cc2)cc1)C1CC1	-18	4
COC(=O)c1ccc(COC(=O)CNC(=O)c2ccc(OC)cc2)cc1	-8	4
CC(=O)c1c(C)[nH]c(C(=O)NC(C)c2ccccc2)c1C (configuration not stated)	-24	13
Cc1noc(C)c1COc1ccccc1C(=O)NNC(=O)C(C)Oc1ccccc1F (configuration not stated)	-16	5
O=C(NC(Cc1ccccc1)C(=O)O)/C(=C\c1ccc(Cl)cc1)NC(=O)c1ccccc1 (configuration not stated)	3	-8
COc1ccccc1NC(=O)C(C)OC(=O)CCCc1c[nH]c2ccccc12 (configuration not stated)	1	4
COc1ccc2ccccc2c1CNCCN1CCOCC1	-23	6
CCN1CCN(C(=O)C2COc3ccccc3O2)CC1 (configuration not stated)	12	3
CC(C)c1ccc(/C=N/NC(=O)c2ccccc2Cl)cc1	24	-22
CC1(C(=O)NC2CCN(Cc3ccccc3)CC2)CCN1Cc1ccc(OC(F)(F)F)cc1 (configuration not stated)	10	13
Cc1onc(-c2c(Cl)cccc2Cl)c1C(=O)N/N=C(\N)COc1ccc(Cl)cc1	24	-34
NS(=O)(=O)c1ccc(NC(=O)COC(=O)COc2ccc(Br)cc2)cc1	0	2
CCc1cc(-c2nc(N)ncc2-c2ccc(Br)cc2)c(O)cc1OC	9	3
CCOc1ncccc1C(=O)Nc1ccccc1F	-6	11
CCCCN(C(=O)Cc1ccc2c(c1)OCCO2)c1c(N)n(CC(C)C)c(=O)[nH]c1=O	-5	4
CC(=O)Oc1ccccc1C(=O)Nc1ccccc1	-24	-1
Cn1c(=O)cc(OCCCC(=O)Nc2cccc(Cl)c2)c2ccccc21	35	-4
CCN(CC)S(=O)(=O)c1cccc(C(=O)Nc2nnc(C)s2)c1	1	-4
CC(=O)NS(=O)(=O)c1ccc(NC(=O)/C=C/c2ccccc2)cc1	-25	18
CCOc1ncccc1C(=O)N1CCN(S(=O)(=O)c2ccc3c(c2)OCCO3)CC1	2	-1
COc1ccc(Cn2c(C3CC3)nc3ccc(NC(C)=O)cc3c2=O)cc1	1	-3
COc1ccc(N(CC(=O)NCCSC2CCCCC2)S(=O)(=O)c2ccccc2)c(OC)c1	1	0
Cc1ccc(S(=O)(=O)NC(C)C(=O)Nc2ccccc2C(=O)N2CCCC2)cc1 (configuration not stated)	-2	6
O=C(Nc1ccccc1N1CCN(c2ccc(F)cc2)CC1)C12CC3CC(CC(C3)C1)C2	44	4
COC(=O)CCCCCCCCC(O)C[N+]1(C)CCOCC1 (configuration not stated)	-9	-2
CCC(=O)Nc1ccccc1Nc1cc(C#N)c(C#N)cc1[N+](=O)[O-]	-20	-6
C[C@H](CO)N1C[C@H](C)[C@H](CN(C)S(=O)(=O)c2cn(C)cn2)OCc2cnnn2CCCC1=O	9	3
O=S1(=O)CCC(NC(=S)Nc2ccc3ccccc3c2)C1 (configuration not stated)	-4	-3
CCCCn1nnc(N(C(=O)c2cccs2)C(=O)c2cccs2)n1	-2	9
O=C(Nc1ccc(F)cc1)NC1(C(=O)NCc2ccc3c(c2)OCO3)CCCCC1	5	12
CCOC(=O)N/N=C(/c1ccccc1)C1CCCCC1	17	-3
NC(=O)c1ccsc1NC(=O)COC(=O)CCOc1ccccc1	-14	10
Cc1nn(CC(=O)N2CCN(Cc3ccccc3)CC2)c(=O)c2ccccc12	-8	0
COc1ccc(C2C(C(=O)N3CCCCC3)CCC(=O)N2c2cc(OC)c(OC)c(OC)c2)cc1 (configuration not stated)	-8	1
CC(=O)NNc1nc(-c2ccccc2)cs1	-1	-1
Cc1csc(NC(=O)CSc2nnc(C)n2Cc2ccco2)n1	-13	6
O=C(O)c1cccc(-n2cccc2/C=C2/NC(=O)N(Cc3ccccc3F)C2=O)c1	-1	18

Additional records follow:
SMILES	H9c2 TAG inh	H9c2 TAG inh DAPI viability
O=C(CN(c1cc(Cl)ccc1Cl)S(=O)(=O)c1ccccc1)N1CCOCC1	-9	6
CCOC(=O)c1ccc(S(=O)(=O)N2CCN(C(=O)c3ccccn3)CC2)cc1	-8	-1
O=C(O)/C=C/C(=O)Nc1ccccc1SC(F)(F)C(F)(F)C(F)(F)F	-4	5
Cc1csc(NC(=O)CSc2nnc(-c3cc(C)on3)o2)n1	10	0
CC1(C)CC(=O)c2cnc(NC(=O)CSC(=S)N3CCCCC3)nc2C1	-20	12
COC(=O)c1c(NC(=O)c2cccnc2)sc(C(=O)N(C)C)c1C	15	-8
NC(=O)NC(CC(=O)OCC(=O)Nc1nnc(-c2ccccc2)o1)c1ccc(Cl)cc1 (configuration not stated)	-25	-2
Cc1ccc(C(=O)N[C@H](C(=O)OCC(=O)NC2CCS(=O)(=O)C2)C(C)C)cc1 (some centres not stated)	6	8
Cc1ccc(-n2nnnc2-c2cnoc2-c2cccc(F)c2)cc1	1	0
COc1ccccc1NC(=O)Nc1nc(CC(=O)N2CCN(c3ccccc3F)CC2)cs1	29	-3
CCOc1cc(NC(=O)CCl)c(OCC)cc1NC(C)=O	5	-4
CC(C)Oc1cccc(C(=O)C2CCCN(C(=O)c3ccsc3)C2)c1 (configuration not stated)	-4	-2
O=C(CCCN1C(=O)CCC1=O)Nc1ccc(Cl)c(C(F)(F)F)c1	-1	0
CN1C(=O)C(O)(C2OC(C)(C)CCC2=O)c2ccccc21 (configuration not stated)	-6	1
C#CCN(C)CC/C=C1\c2ccccc2CSc2ccccc21	-5	-1
O=C(CCn1nc(-c2ccccc2)c2ccccc2c1=O)NN1CCOCC1	-8	11
CCCc1cc(C(=O)OC)c(NC(=O)CCCC(=O)O)s1	4	0
COc1cccc(CNC(=O)c2ccc(NC(=O)CC3SC(N4CCCCC4)=NC3=O)cc2)c1 (configuration not stated)	-2	4
CCCCSCc1[nH]c(=O)[nH]c1C(=O)CCCCC(=O)OCC	0	-7
Cc1cc(NC(=O)c2ccc(F)cc2)n(-c2ccccn2)n1	9	4
CC(C)CCn1c(CN2CCN(C(=O)c3ccco3)CC2)nc2c1c(=O)n(C)c(=O)n2C	0	-4
COc1ccc(N2CCN(CC(=O)c3c[nH]c4ccccc34)CC2)cc1	-8	-4
COc1ccc(S(=O)(=O)NCCNC(=O)N2CCOCC2)cc1	-4	-2
CSc1nc(N2CCOCC2)c2c3c(sc2n1)CCC3	6	1
CCn1c(-c2cc(Cl)ccc2OC)n[nH]c1=S	3	10
Cc1ccccc1NC(=O)C1(NC(=O)c2cccc(N3C(=O)CSC3c3ccccc3)c2)CCCCC1 (configuration not stated)	45	-18
CN(CCCC(=O)Nc1nccs1)S(=O)(=O)c1ccc(Cl)cc1	0	-7
C=CCNC(=O)c1ccc(Cl)cc1Cl	1	-2
COc1ccc2nccc(/C=C/c3ccnc4ccc(OC)cc34)c2c1	3	51
CN(C(=O)c1ccc2c(=O)n3c(nc2c1)CCCCC3)c1ccccc1Cl	0	0
CC(NCC(c1ccco1)N1CCCCC1)C(=O)NC1CCCC1 (configuration not stated)	8	-1
COCc1c(Br)c(C)nc(OCC(=O)N/N=C/c2ccc(C)o2)c1C#N	-2	-2
COCCNc1nc(Oc2ccccc2)c2sccc2n1	0	7
CCCCn1c(N)c(N(CCOC)C(=O)C2CCN(C(=O)c3ccccc3C)CC2)c(=O)[nH]c1=O	12	-3
COC(=O)[C@@H]1CCCN1Cc1c(C(=O)N2CCCCC2)nc2c(C)cccn12	5	5
COc1ccccc1-c1nc(-c2cccc(C)c2)no1	-8	-7
Cc1cccc(C)c1NC(=O)CSc1nc2[nH]c(=O)cc(O)c2s1	-11	0
CC(C)(C)C(=O)O/N=C(\N)Cc1ccc(-c2csnn2)cc1	7	-5
CCCOc1cccn2c(N(C)C(=O)c3ccccc3F)c(CC)nc12	-14	4
COc1ccccc1N1CCN(C(=O)CCCC2=NS(=O)(=O)c3ccccc3N2)CC1	14	-2
O=C(N/N=C\c1ccco1)Nc1cccc(Cl)c1	5	-10
Cn1cccc1/C=N/NC(=O)CNc1ccc2ccccc2c1	6	13
Cc1nc(S(=O)(=O)Nc2ccc3c(c2)OCCO3)cn1C	-17	0
COc1cc(-c2nc3cnccn3c2Nc2ccc3c(c2)OCCO3)ccc1O	-5	7
CCN(CCN(C)C)C(=O)Cn1ncc2c1-c1cc(C)ccc1OC2	10	6
CC(C)(C)OC(=O)NCCOC(=O)c1[nH]cnc1C(=O)NCc1ccccc1	0	0
C=CC[C@@H](CC(=O)N[C@H](CO)Cc1ccccc1)C(=O)N[C@@H](COC(=O)[C@@H](CC=C)CC(=O)OC(C)(C)C)Cc1ccccc1	22	-17
CC(C)(C)NC(=O)/C(=C/c1ccco1)c1ccccc1	-1	-4
O=C1NC(=O)C2(CCCC2c2ccccc2)N1 (configuration not stated)	-9	4
CC(=O)N1c2ccccc2S(=O)(=O)c2ccccc21	-2	0
C[C@@H]1CCCCO[C@@H](CN(C)CC2CCCCC2)[C@@H](C)CN([C@H](C)CO)C(=O)c2cc(NS(=O)(=O)c3ccc(Cl)cc3)ccc2O1	45	-18
NC(CCc1ccccc1)c1csc(Nc2ccc(C(=O)c3ccccc3)cc2)n1 (configuration not stated)	17	21
OCCNCC(O)Cn1ccc2ccccc21 (configuration not stated)	8	-4
CCOc1ccc(CCNC(=O)COC(=O)Cn2cnc3c2c(=O)n(C)c(=O)n3C)cc1OCC	2	8
CN(C)c1ccc(CN2CCCC(O)C2)cc1 (configuration not stated)	-12	13
Cc1ccccc1-c1cc(C(=O)NCc2cccc(C(F)(F)F)c2)nn1CC1CC(c2cccc([N+](=O)[O-])c2)=NO1 (configuration not stated)	-1	-31
Cc1ccc(/C=N/NC(=O)Cc2c(F)cccc2Cl)s1	-3	-3
Cn1nnc2c[n+](CC(=O)c3ccc4ccccc4c3)cc(Br)c21	6	-7
Cc1cc(NC(=O)COC(=O)c2cnccn2)ccc1Br	23	3
Cc1ccc(S(=O)(=O)NNC(=O)c2ccncc2)cc1[N+](=O)[O-]	6	8
COc1ccc(C2N(c3cc(Cl)ccc3OC)C(=O)C3CCCN32)c(OC)c1 (configuration not stated)	9	144
Cc1ccc(S(=O)(=O)N2CCOC23CCN(C(=O)C(=O)NCCC(C)C)CC3)cc1	-3	3

Screening data (PubChem BioAssay)
